Screening results from PubChem BioAssay.
TDP1 block: qHTS Assay for Inhibitors of Tyrosyl-DNA Phosphodiesterase (TDP1) | hit rate 0.28% among 350,000 | Potency, µM (titrated, usually from 130 µM), inactives show top-dose activity change, negative = inhibition, hits mostly inhibitors | Tyrosyl-DNA phosphodiesterase 1 (Homo sapiens), Q9NUW8 | AID 485290, 2010 | recombinant TDP1, AlphaScreen DNA substrate cleavage; note: nearly all actives have a fitted effect of over 40% in size
Target sequence (Q9NUW8 whole entry, looked up): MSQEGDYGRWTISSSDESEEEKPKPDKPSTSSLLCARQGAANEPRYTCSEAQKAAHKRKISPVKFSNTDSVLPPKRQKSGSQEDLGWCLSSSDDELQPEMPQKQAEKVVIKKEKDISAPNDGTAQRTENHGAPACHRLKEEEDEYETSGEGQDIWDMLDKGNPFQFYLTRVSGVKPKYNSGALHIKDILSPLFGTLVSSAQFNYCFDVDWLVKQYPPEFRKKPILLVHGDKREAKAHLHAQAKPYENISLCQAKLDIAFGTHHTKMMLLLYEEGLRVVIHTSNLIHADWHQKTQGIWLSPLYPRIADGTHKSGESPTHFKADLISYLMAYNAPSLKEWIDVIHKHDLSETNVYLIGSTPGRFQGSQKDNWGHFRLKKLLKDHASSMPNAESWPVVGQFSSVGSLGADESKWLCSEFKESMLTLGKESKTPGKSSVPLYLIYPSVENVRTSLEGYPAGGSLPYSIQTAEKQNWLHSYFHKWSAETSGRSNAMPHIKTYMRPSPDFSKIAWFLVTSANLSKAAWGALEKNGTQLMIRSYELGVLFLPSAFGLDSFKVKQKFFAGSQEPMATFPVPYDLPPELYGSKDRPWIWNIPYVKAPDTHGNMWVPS
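Signal: AlphaScreen proximity between streptavidin donor and anti-FITC acceptor beads on intact substrate. Reaction: Tdp1 1 nM, substrate 15 nM final, 5 min RT after 15 min compound preincubation.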
FEN1 inhibitor: qHTS Assay for the Inhibitors of Human Flap endonuclease 1 (FEN1); Potency, µM (titrated, usually from 114 µM), for inactives: at the highest dose activity change, negative = inhibition, usual class: inhibitors; P39748; Recombinant FEN1 flap cleavage, fluorescence, 15 min; AID 588795, 2011; hit rate 0.35% among 390,000; note: nearly all actives have a fitted effect of over 65% in size
Target sequence (P39748 whole entry, looked up): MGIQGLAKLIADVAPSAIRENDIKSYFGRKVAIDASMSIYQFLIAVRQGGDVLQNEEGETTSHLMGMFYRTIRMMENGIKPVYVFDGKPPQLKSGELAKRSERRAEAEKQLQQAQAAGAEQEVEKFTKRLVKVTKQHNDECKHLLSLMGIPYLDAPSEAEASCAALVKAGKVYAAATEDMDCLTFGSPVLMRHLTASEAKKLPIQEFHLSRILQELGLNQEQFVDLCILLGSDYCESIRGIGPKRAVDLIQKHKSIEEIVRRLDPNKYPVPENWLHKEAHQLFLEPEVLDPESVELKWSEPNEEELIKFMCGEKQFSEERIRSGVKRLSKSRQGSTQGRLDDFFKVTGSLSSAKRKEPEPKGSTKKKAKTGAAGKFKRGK
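FEN1 at 10 nM, compound pretreatment for 15 min (room temperature), 50 nM final substrate to initiate; endpoint reads at 0 and 15 min; DMSO-only plates used as vehicle background.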
N370S GC mod: qHTS Assay for Inhibitors and Activators of N370S glucocerebrosidase as a Potential Chaperone Treatment of Gaucher Disease. Lysosomal acid glucosylceramidase (Homo sapiens), P04062. N370S GC spleen homogenate, 4MU-glucoside fluorescence. Potency, µM (highest dose often 59.4 µM), for inactives: top-dose activity change, negative = inhibition, usual class: inhibitors. hit rate 0.092% among 330,000. AID 2101, 2009;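 note: 0% = full enzyme activity and -100% = no enzyme basal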
* = called active by the depositor; ? = inconclusive; nt = no result given; & = joins results of further samples; [ ] = remark or other dose. Calls come from the whole dose curve; as a rule, active = well fitted curve in the direction sought with a large enough effect; inconclusive = small, poorly fitted or top-dose-only effect, or another doubt; inactive = no such curve, though single readings can be large; an effect the other way counts as inactive or inconclusive. Unless noted, % is set by controls: 0 for no effect and ±100 for the full control effect; potency is the fitted concentration of half-maximal effect.

SMILES	TDP1 block	FEN1 inhibitor	N370S GC mod
Cc1ccc([C@H]2C(C#N)=C(N)Oc3cc(C)oc(=O)c32)o1	-1%	-2%	-1%
CCCn1nc(C(=O)NNC(=O)CCOc2ccccc2OCC)c2ccccc2c1=O	3%	13%	23%
COc1ccc(OC)c(CN2CCSCC2)c1	nt	7%	-2%
O=C(NNS(=O)(=O)c1ccc(F)cc1)C1CCN(S(=O)(=O)c2ccccc2)CC1	2%	-7%	-4%
O=C(Cn1ccn(-c2ccc(F)c(F)c2)c(=O)c1=O)NCc1ccccc1	3%	7%	nt
CC(C)(C)c1nnc(N/N=C/c2cc(Br)ccc2O)n(N)c1=O	11%	-12%	-3%
COC[C@H]1OC=C[C@@H](OC)[C@@H]1OC	2%	nt	-5%
O=C(CC12CC3CC(CC(C3)C1)C2)NCc1ccco1	8%	1%	-5%
COc1ccc(CCN2CC(C(=O)Nc3cc(F)ccc3F)CC2=O)cc1OC (stereo not given)	0%	-4%	5%
CC1CCN(C(=S)c2ccc(O)cc2)CC1	2%	-5%	-2%[12.8 µM]
Cc1ccccc1Cn1cc(S(=O)(=O)c2ccc(F)cc2)c(=O)c2cc3c(cc21)OCO3	4%	1%	nt
COc1ccc(OC)c(NC(=O)CN(C)CC(=O)Nc2ccccc2Cl)c1	nt	15%	-6%
CC1(C)CC2(CCCN3C(=O)CSC32)CCS1 (stereo not given)	4%	-6%	-4%
CCSc1nnc(NC(=O)CSc2nnc(CNC(=O)c3ccc(OC)c(OC)c3)o2)s1	-1%	-7%	-3%
CCc1ccc(Nc2cc(C)nc3ncnn23)cc1	nt	-1%	-6%
CCCOc1ccc(/C=C/C(=O)N2CCOCC2)cc1	5%	-13%	-7%
N#CCC(=O)NNC(=S)NC(=O)C(c1ccccc1)c1ccccc1	6%	-2%	3%
COc1ccc(C2C(C(=O)c3ccco3)=C(O)C(=O)N2CCOCCO)cc1OC (stereo not given)	-8%	-2%	1%
NC(=O)CN1CCN(C2CC(=O)N(CCc3ccccc3)C2=O)CC1 (stereo not given)	5%	12%	-2%
Cc1ccc(S(=O)(=O)Nc2cc3c4c(c2)CCC(=O)N4CCC3)cc1	nt	-13%	-9%
O=C(c1ccncc1)N1N=C(c2ccc(Br)cc2)CC1c1ccccc1O (stereo not given)	7%	-1%	3%
Cc1ccc(S(=O)(=O)N2CCN(CC(=O)Nc3ccc(N4CCOCC4)cc3)CC2)cc1C	3%	2%	0%
Cc1onc(-c2ccc(Br)cc2)c1C(=O)Nc1ccc(Br)cc1F	3%	12%	nt
O=C(CC1N=C2c3ccccc3N=C(SCc3ccccc3Cl)N2C1=O)NC1CCCCC1 (stereo not given)	7%	-2%	nt
Cc1ccc(C(=O)NC(=S)Nc2ccc3[nH]c(=O)[nH]c3c2)cc1	0%	-1%	1%
O=C(COC(=O)/C=C/c1ccco1)NCc1ccccc1Cl	5%	17%	5%
CC1CN(C(=O)CN2C(=O)NC3(CCCC3)C2=O)C(=Nc2cccc(S(=O)(=O)N(C)C)c2)S1 (stereo not given)	1%	-3%	-13%
COc1ccc(Br)cc1/C=N/n1nnnc1N	nt	-11%	1%
Cc1ccc(-n2nnnc2SCC(=O)N2CCN(C(=O)c3ccco3)CC2)c(C)c1	2%	-8%	3%
CCOC(=O)c1c(-c2ccccc2)nc2c(C)cccn12	1%	2%	9%
C=CCN(CC=C)C(=O)CN1C(=O)NC(Cc2c[nH]c3ccccc23)C1=O (stereo not given)	nt	3%	-6%
CC(=O)Nc1ccc(C(=O)COC(=O)C2CC2)c(F)c1	-9%	11%	-6%
COc1ccc(C)cc1-n1nnnc1SCc1cn2ccsc2n1	4%	-3%	13%
COC(=O)CNC(=O)C1(C)C=CC2(CCCCC2)N1C(=O)OC (stereo not given)	5%	nt	-9%
O=C1C=C(O)C(n2cncn2)C(c2ccc3c(c2)OCO3)C1 (stereo not given)	5%	-2%	-6%
Cc1cc(NC(=O)C2CCN(C(=O)c3ccco3)CC2)ccc1Br	nt	2%	-16%
CC(C)Oc1ccc(S(=O)(=O)N2CCOCC2)cc1NC(=O)C1COc2ccccc2O1 (stereo not given)	0%[56.1 µM]	12%	nt
Cc1ccccc1C(OCCN(C)C)C1CCCCC1 (stereo not given)	0%	10%	?
CCOC(=O)c1c(NC(=O)/C=C/c2ccc3c(c2)OCO3)sc(C)c1CC	nt	2%	9%
CCc1c(C2(O)CCCCC2)[nH]c2c(C(=O)OC)cc(Cl)cc12	nt	-28%	28%
CS(=O)(=O)N1CCc2cc(C(=O)Nc3ccc(COCC(F)(F)F)cc3)ccc21	nt	1%	-7%
COc1ccc(NC(=O)Nc2cccc(OCc3cc(=O)n4cccc(C)c4n3)c2)c(OC)c1	-3%	12%	nt
Cc1c(NC(=O)c2ccc(C(C)(C)C)cc2)cccc1[N+](=O)[O-]	1%	-9%	9%
Cc1ccc(C)c(NC(=S)/C(=C(\[O-])c2ccc(Cl)s2)[n+]2ccccc2)c1	6%	10%	5%
O=C(NCC12CC3CC(CC(C3)C1)C2)c1cc2nc(-c3ccccc3)cc(C(F)(F)F)n2n1	-1%	15%	nt
COc1ccccc1Nc1c2c(nc3ccc(N)cc13)CCCC2	10%	6%	-4%
CC(=O)c1cccc(NC(=S)NNC(=O)c2ccc(C)c([N+](=O)[O-])c2)c1	8%	10%	7%
OCC[C@H]1C[C@@H](O)[C@H](O)[C@@]2(OCc3ccccc32)O1	0%	-12%	-1%
COC(=O)NC(c1ccc2c(c1)OCO2)C(C(=O)OC)C(=O)OC (stereo not given)	0%	nt	-9%
CCCCCCCCNc1nc(Cl)nc(NCCN2CCOCC2)n1	8%	-12%	-17%
Fc1cccc(CNc2ncnc3cc(Cl)ccc23)c1F	nt	-5%	1%
Nc1c(C2=NCCO2)nnn1Cc1ccccc1	9%	-5%	3%
CCn1cc(CN2CCC(C(=O)Nc3cccc(-c4cccc(OC)c4)c3)CC2)c(C)n1	6%	5%	-5%
COc1ccc(N(CC(=O)N2CCN(c3ccccc3F)CC2)S(=O)(=O)c2c(C)n[nH]c2C)cc1	3%&7%	-20%&1%	-4%
O=C(Nc1cc(S(=O)(=O)Nc2ccccc2Cl)ccc1O)c1ccc(F)cc1F	3%	1%	nt
Cn1cc(S(=O)(=O)Oc2ccccc2)c(=O)n(C)c1=O	2%	-1%	-2%
CCOC(=O)N1CCC(N(CCCOC)C(=O)Nc2ccc(CC)cc2)CC1	8%	9%	5%
CCCC(=O)c1ccc(N2CCCCC2)c(F)c1	-7%	-14%	1%
CCc1ccc(OCc2ccc(C(=O)OC)o2)cc1	nt	3%	10%
CCOC(=O)c1ccc(NC(=O)c2cc(S(=O)(=O)N3CCOCC3)cn2C)cc1	nt	14%	-15%

An excerpt from the list above, as a working copy:
SMILES	TDP1 block	FEN1 inhibitor	N370S GC mod
CS(=O)(=O)N1CCc2cc(C(=O)Nc3ccc(COCC(F)(F)F)cc3)ccc21	nt	1%	-7%
COc1ccc(NC(=O)Nc2cccc(OCc3cc(=O)n4cccc(C)c4n3)c2)c(OC)c1	-3%	12%	nt
Cc1c(NC(=O)c2ccc(C(C)(C)C)cc2)cccc1[N+](=O)[O-]	1%	-9%	9%
Cc1ccc(C)c(NC(=S)/C(=C(\[O-])c2ccc(Cl)s2)[n+]2ccccc2)c1	6%	10%	5%
O=C(NCC12CC3CC(CC(C3)C1)C2)c1cc2nc(-c3ccccc3)cc(C(F)(F)F)n2n1	-1%	15%	nt
COc1ccccc1Nc1c2c(nc3ccc(N)cc13)CCCC2	10%	6%	-4%

The list continues.
SMILES	TDP1 block	FEN1 inhibitor	N370S GC mod
Oc1ccccc1-c1nc(N2CCCC2)c2ccccc2n1	6%	1%	2%
Nc1ccc(S(=O)(=O)Nc2ccc(C(=O)c3ccccc3)cc2)cc1	6%	11%	-4%
Cc1ccc2[nH]c(CSc3nnc(NC(=O)COc4ccccc4C)s3)cc(=O)c2c1	3%	13%	nt
O=C1CC/C=C\C[C@@H](CC(=O)N(CCO)Cc2ccccc2)C(=O)N2CCC[C@H]2CO1	1%	3%	nt
Cc1ccc(NC(=O)c2c(C)noc2C)cc1	5%	4%	23%
CCOc1ccccc1N(CC(=O)N/N=C/c1cc(Br)ccc1OC)S(C)(=O)=O	3%	0%	22%
O=c1[nH]c(SCc2ccc(F)cc2)nc2c1CCCC2	0%	2%	nt
S=c1[nH]nc(-c2ccco2)n1/N=C/c1ccc(Cl)cc1	9%	-23%	18%
CCCCNS(=O)(=O)c1ccc2nc(-c3cccnc3)cc(C(=O)NCCCN(CC)CC)c2c1	-3%	nt	-7%
Cc1c(C(=O)N(C)Cc2ccccc2)sc2nc(-c3ccc(F)cc3)cn12	4%	-23%	nt
CC(C)(C)c1ccc(COn2c(=O)c(-c3ccco3)[n+]([O-])c3ccccc32)cc1	7%	6%	?
CC(=O)N1c2ccc(S(=O)(=O)CCC(=O)O)cc2CC1C (stereo not given)	4%	1%	-10%
N#C/C(=C(/O)CN1CCCC1)c1nc(-c2ccccc2)cs1	-1%	0%	2%
O=c1nc2ccccc2c(NS(=O)(=O)c2ccc(Cl)cc2)n1-c1ccccc1	4%	1%	1%
COc1ccccc1NC(=O)c1cc2ccccc2nc1C	5%	0%	-8%
Nn1cc(-c2ccccc2)nc1SCC(=O)Nc1ccc(S(N)(=O)=O)cc1	9%	-5%	-5%
COc1cccc(N2CCN(C(=S)Nc3cccc(C)c3)CC2)c1	-3%	-6%	-15%
O=c1nc2c(O)cccn2c2c1c(=O)[nH]c1ccccc12	-6%	56µM*	7%
CN(C)CCCN(C(=O)CCc1ccccc1)c1nc2c(F)cccc2s1	1%	4%	0%
Cc1cc(NC(=O)COC(=O)C2CC(=O)N(c3ccccc3Cl)C2)no1 (stereo not given)	3%	2%	-14%
COc1cccc(C(=O)Nc2cc(NC(=O)c3cccs3)ccc2C)c1OC	4%	-15%	0%
O=C(NCc1ccco1)c1cccs1	-4%	-3%	9%
Nc1nc(N)c(N=Nc2ccc(S(N)(=O)=O)cc2)c(=O)[nH]1	-1%	2%	-16%
O=C(c1ccco1)N1CCN=C1SCc1ccccc1Cl	0%	-19%	13%
C=CCc1c(C)nc(-c2ccccc2)nc1Nc1ccccc1O	1%	?	?
CC(C)N(C)C1CCN(S(=O)(=O)c2ccc3[nH]c(=O)ccc3c2)CC1	-2%	18%	nt
O=C(/C=C/c1ccc(F)cc1)Nc1cccc(S(=O)(=O)N2CCOCC2)c1	0%	-8%	nt
CCCCN1C(=O)C(NC(C)=O)c2ccccc21 (stereo not given)	2%	-14%	-5%
Cc1ccc(NC(=O)CSc2nc3nccnc3c(=O)n2CCc2c[nH]c3ccccc23)c(C)c1	1%	-1%	nt
CN(C)c1cccc(C(=O)OCC(=O)NC2CCCC2)c1	nt	6%	-2%
CCC(C)n1nccc1NC(=O)C(C)Cl (stereo not given)	1%	12%	-1%
CC(=O)c1ccc(NC(=O)CSc2nc(=O)n3cccc(C)c3n2)cc1	nt	1%	-5%
Cc1nc2ccc([N+](=O)[O-])cc2nc1C	0%	-6%	-2%
COc1ccccc1NC(=O)CSc1ncn[nH]1	-2%	-9%	-25%
COc1ccc2[nH]cc(C(=O)NCCc3ccccc3)c(=O)c2c1	nt	-23%	-6%
O=C(Oc1ccc2cccc(OC(=O)N3CCOCC3)c2c1)N1CCOCC1	3%	-1%	nt
CCCCNC(=O)Nc1nc2ccccc2s1	3%	14%	3%
CCn1c(SCC(=O)Nc2cc(C)on2)nnc1-c1ccc(C)cc1	nt	-10%	-2%
CC1CC(NC(=O)CCn2c(=O)oc3ccccc32)CC(C)(C)C1 (stereo not given)	-3%	1%	3%
CN1C2C=C(N(CCc3ccccc3)C(=O)c3ccc(Cl)cc3)CC1CC2 (stereo not given)	0%	7%	-6%

An excerpt from above, limited to TDP1 block and N370S GC mod.
mol,TDP1 block,N370S GC mod
COc1cccc(C(=O)Nc2cc(NC(=O)c3cccs3)ccc2C)c1OC,4%,0%
CCCCN1C(=O)C(NC(C)=O)c2ccccc21 (stereo not given),2%,-5%
Cc1nc2ccc([N+](=O)[O-])cc2nc1C,0%,-2%

Going on with the list:
SMILES	TDP1 block	FEN1 inhibitor	N370S GC mod
CC12CCC(=O)N1C(C(=O)NCc1ccc(Cl)cc1Cl)CS2 (stereo not given)	-2%	-2%	-11%
CCCc1nnc(NC(=O)CCC(=O)Nc2ccc(F)cc2)s1	-1%	6%	?
O=C(CN(C(=O)CCC(=O)Nc1nccs1)C1CCCC1)NCc1ccc2c(c1)OCO2	0%	4%	2%
CCOc1ccccc1N1C(=O)CC(Sc2nccc(C)n2)C1=O (stereo not given)	nt	-1%	-3%
CC(CCc1ccccc1)NC(=O)CSc1nccc(=O)[nH]1 (stereo not given)	0%	3%	9%

An excerpt from above in order of count of non-hydrogen atoms, ascending:
SMILES	TDP1 block	FEN1 inhibitor	N370S GC mod
CC12CCC(=O)N1C(C(=O)NCc1ccc(Cl)cc1Cl)CS2 (stereo not given)	-2%	-2%	-11%
CCCc1nnc(NC(=O)CCC(=O)Nc2ccc(F)cc2)s1	-1%	6%	?
O=C(CN(C(=O)CCC(=O)Nc1nccs1)C1CCCC1)NCc1ccc2c(c1)OCO2	0%	4%	2%
